Assay outcomes (PubChem BioAssay)
HT1080-NT tox – kills 2HG-producing HT-1080-NT fibrosarcoma cells; Potency, µM (doses to about 46.1 µM), for inactives: at the top dose activity, negative = less viability, usual class: cytotoxic; AID 686970; 360,000 compounds, 1.6% hits; HT-1080-NT fibrosarcoma viability, CellTiter-Glo ATP luminescence, 48 h;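 further: NT is the 2HG producing partner of a matched IDH1 knockdown line; 0% = DMSO-treated cells and -100% = media-only wells without cells; nearly all actives have a fitted effect of over 55% in size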
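HT-1080-NT; 750 cells/well; 5% FBS RPMI; 48 h compound, 37 degrees C; CellTiter-Glo luminescence; curve fitting and curve-class assignment.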
HEK293 tox – cytotoxicity counter-screen for GLP-1 receptor inverse agonists. HEK293 cAMP-luciferase reporter cells, luminescence, 24 h. Potency, µM (titrated, usually from 38.3 µM), without a hit: top-dose activity change, negative = inhibition, hits mostly inhibitors. 410,000 compounds, 0.13% hits. AID 624418;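 further: loss of luciferase light is scored as toxicity; on the % scale 0 is the no-effect control and ±100 the full control effect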
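Luminescence readout: signal drop marks cytotoxicity. Plated cells grew 12 h at 37 °C, 5% CO2, received 23 nL compound for 24 h, then got luciferase reagent, read after 12 min at RT.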
GLP1R inv ag – acts as inverse agonist at human GLP-1 receptor; 410,000 compounds, 1.6% hits; HEK293 GLP-1R CRE-luciferase, luminescence, 24 h; GLP-1R form is constitutively active; P43220; Potency, µM (doses to about 38.3 µM), without a hit: at the highest dose activity change, negative = inhibition, hits mostly inhibitors; further: on the % scale 0 is the no-effect control and ±100 the full control effect; nearly all actives have a fitted effect of over 55% in size
Target sequence (P43220 whole entry, looked up): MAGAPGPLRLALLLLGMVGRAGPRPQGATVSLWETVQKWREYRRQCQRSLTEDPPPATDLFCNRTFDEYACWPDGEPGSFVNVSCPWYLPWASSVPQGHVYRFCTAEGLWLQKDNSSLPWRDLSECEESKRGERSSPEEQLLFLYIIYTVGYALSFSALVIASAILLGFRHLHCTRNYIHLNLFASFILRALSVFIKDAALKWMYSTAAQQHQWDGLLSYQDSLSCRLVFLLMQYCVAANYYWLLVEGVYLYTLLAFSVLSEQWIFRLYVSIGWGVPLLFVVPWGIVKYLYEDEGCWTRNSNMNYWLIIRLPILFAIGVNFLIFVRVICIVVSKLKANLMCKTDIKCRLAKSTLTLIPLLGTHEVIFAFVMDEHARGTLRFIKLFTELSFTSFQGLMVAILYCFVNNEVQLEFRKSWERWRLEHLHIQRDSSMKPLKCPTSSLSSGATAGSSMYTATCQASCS
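Constitutively active GLP-1R drives a cAMP-responsive luciferase in stably transfected HEK293 cells; test compounds are added after overnight (12 h) attachment and left 24 hr, and signal loss in luminescence marks inhibition.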
TDP-43 yeast inh – rescues yeast growth from TDP-43 toxicity | Potency, µM (highest dose often 46.1 µM), without a hit: top-dose growth rescue (activation), hits mostly activators | 410,000 compounds, 1.8% hits | TDP-43 expressing yeast growth rescue, BacTiter-Glo, 24 h | AID 652104; further: % of control where 0% means no effect; nearly all actives have a fitted effect of over 50% in size
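Growth rescue of TDP-43-toxic yeast measured as ATP luminescence (BacTiter-Glo). Cells grown to mid-log in raffinose, induced in galactose at OD600=0.02, exposed to compound 24 hr at 30 deg C.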
GLP1R ag – GLP-1 receptor (human) agonism. Potency, µM (doses to about 45.6 µM), for inactives: at the top dose activation, hits mostly activators. 380,000 compounds, 0.007% hits. P43220. AID 624172. HEK293 GLP-1R CRE-luciferase, luminescence, 4-6 h; cells express a hypersensitive GLP-1R form; further: % of control where 0% means no effect
KB-V1 cytotox – kills drug-selected multidrug resistant KB-V1 cells; KB-V1 MDR cells viability, CellTiter-Glo, 72 h; Potency, µM (top dose mostly 46.1 µM), without a hit: at the top dose activity change, negative = cytotoxicity, usual class: cytotoxic; 400,000 compounds, 3.4% hits; AID 1347076; further: on the % scale 0 is the no-effect control and ±100 the full control effect; nearly all actives have a fitted effect of over 60% in size
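Drug-selected KB-V1 cells, grown in DMEM lacking phenol red with 10% FBS, receive compound titrations; after three days at 37 degrees C, surviving cell ATP is quantified by CellTiter-Glo luminescence and responses normalized and curve-fitted.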
HT1080 IDH1KD tx – HT-1080 IDH1 knockdown cell toxicity (counter line) | HT-1080 IDH1 knockdown viability, ATP luminescence, 48 h | Potency, µM (series often up to 46.1 µM), for the others: at the top dose activity, negative = toxicity, usual class: cytotoxic | 360,000 compounds, 2% hits | AID 686971;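 further: 0% = DMSO wells and -100% = cell-free medium wells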
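Assay cells: HT-1080 with IDH1 knockdown, 750 per well, RPMI/5% FBS. Exposure: 48 h at 37 °C following 2 h pre-incubation. Read: CellTiter-Glo luminescence; fitted concentration-response, curve class assigned.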
SW480 rereplic – inducers of DNA re-replication in SW480 colon cancer cells | SW480 DNA re-replication, Hoechst DNA content imaging, 48 h | 340,000 compounds, 1.8% hits | AID 624297 | Potency, µM (series often up to 46.1 µM), for the others: at the highest dose re-replication activation, hits mostly activators; further: % of control where 0% means no effect; nearly all actives have a fitted effect of over 55% in size
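SW480 cells exposed to compounds for 48 hr at 37 C, 5% CO2, then Hoechst-stained 40 min. Nuclear DNA content imaged by fluorescence scanning (405 nm excitation, 500-530 nm emission); re-replication scored as increased high-intensity nuclei.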
KB-3-1 tox – KB-3-1 parental cell cytotoxicity; KB-3-1 viability, CellTiter-Glo ATP luminescence, 72 h; 400,000 compounds, 1.4% hits; AID 1347075; Potency, µM (titrated, usually from 46.1 µM), for inactives: at the highest dose activity change, negative = cytotoxic, most hits filed as cytotoxic; further: on the % scale 0 is the no-effect control and ±100 the full control effect; nearly all actives have a fitted effect of over 60% in size
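Screening of KB-3-1 cells (DMEM, 10% FBS, phenol-red free) ran from lowest to highest compound concentration; after 72 h at 37 °C viability was read luminescently and curves fitted.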
* hit, by the source's call; ? = inconclusive; · = not tested or not shown; & = joins results of further samples; [ ] = another dose, or the depositor's remark. The call rests on the fitted dose curve; in most records, active means well fitted curve in the direction sought with a large enough effect; inconclusive means small, poorly fitted or top-dose-only effect, or another doubt; inactive means no such curve, though single readings can be large; an effect the other way counts as inactive or inconclusive. Potency means the concentration at half of the fitted maximal effect.

SMILES,GLP1R inv ag,SW480 rereplic,HT1080-NT tox,KB-V1 cytotox,TDP-43 yeast inh,HT1080 IDH1KD tx,KB-3-1 tox,GLP1R ag,HEK293 tox
CCC(=O)Nc1nnc(Cc2ccccc2)s1,-4%,-2%,4%,-36%,-2%,-3%,3%,-4%,7%
Cc1nc(CC(=O)Nc2nccs2)cs1,7%,-2%,10%,14%,4%,19%,24%,0%,17%
O=C(CC1C(=O)NCCN1Cc1cccc(C(F)(F)F)c1)NCCCOc1cccnc1 (stereo not given),3%,-19%,10%,?,2%,5%,4%,1%,-7%
COc1ccc(N2CC(NC(=O)COc3ccccc3)CC2=O)cc1OC (stereo not given),12%,·,·,?,20%,·,-4%,-2%,-2%
COc1ccc(NC(=O)CN(C)C(=O)CNC(=O)c2ccc3ccccc3c2)cc1,17%,6%,-11%,-7%,-22%,-8%,-8%,5%,4%
CCOC(=O)/C(C#N)=C/c1ccc(SC)cc1,6%,-5%,1%,-1%,17%,25%,20%,5%,-5%
CCOc1cc(/C=C(\C#N)C(=O)Nc2cccc(C(=O)O)c2)ccc1OCc1ccc(Br)cc1,3%,23%,-5%,-5%,-2%,-5%,-9%,11%,9%
Cc1nn2c(NCCOCCO)c3c(nc2c1-c1ccccc1)CCCC3,0%,-3%,-10%,-16%,-12%,-1%,7%,?,-34%
O=[N+]([O-])c1cccc(-c2cn3ccccc3n2)c1,3%,-31%[inhibitor],-17%,2%,-1%,-23%,-2%,8%,-4%
COc1ccc(NC(=O)c2cnc3sccn3c2=O)cc1,4%,-19%,6%,4%,?,6%,14%,-6%,-8%
CCN(CC)c1ccc2cc(C(N)=O)/c(=N\NC(=O)c3ccncc3)oc2c1,?,?,?,-4%,8%,?,?,21%,104%[activator]
CCCNC(=O)C(Cc1cccc(Br)c1)NC(=O)c1ccc(C#N)cc1 (stereo not given),-1%,-9%,-4%,-15%,-13%,-3%,-15%,4%,10%
Cc1ccc(NC(=O)CNCc2ccccn2)cc1S(=O)(=O)N(C)C,2%,-23%[1.84 µM],13%,-14%,·,8%,-4%,-4%,7%
Cc1nn(Cc2ccc(Cl)cc2)c(C)c1NC(=O)c1cc(-c2ccco2)on1,?,4%,-30%,-16%,22%,?,6%,10%,?
Cc1ccc(C(=O)N2CCN(c3ccccn3)CC2)cc1,4%,-11%,19%,16%,0%,1%,-3%,4%,1%
Cc1ccc(C)c(N2CCN(C(=O)Nc3cn(CC(C)C)c(=O)c4ccccc34)CC2)c1,?,·,·,11%,11%,·,?,-2%,-15%
CCn1c(=O)c2cc(C(=O)NCc3ccc(F)cc3Cl)sc2c2ccccc21,-3%,·,·,4%,-7%,·,0%,0%,1%
COc1cc2ccccc2cc1C(=O)Nc1nccs1,-18%,13%,-18%,10%,?,-15%,-3%,23%,-28%
COc1ccc(/C=C/c2nnc(NC(=O)CC(C)C)s2)cc1,-21%,?,?,1%,4%,-21%,3%,17%,5%
COc1cccc(NC(=O)Cn2cnc3sc(C)c(S(=O)(=O)N4CCN(C)CC4)c3c2=O)c1,-10%,-4%,11%,-5%,-2%,5%,-9%,-14%,-7%
Cc1ccc(NC(=O)CN(C)Cc2nc3ccccc3c(=O)[nH]2)c(Br)c1,5%,14%,-6%,?,5%,-2%[9.24 µM],?,7%,-3%
CC1CCCC(NC(=O)Cc2ccc(Br)cc2)C1C (stereo not given),0%,4%,-1%,-5%,20%,-10%,-1%,0%,-23%
Cc1ccccc1OCCOC(=O)c1cc(S(=O)(=O)N2CCCCC2)ccc1N1CCOCC1,?,9%,-3%,0%,-33%[inhibitor],-20%,?,0%,-15%
NC(=NCc1ccc2c(c1)OCO2)NC(=O)c1ccccc1,3%,-10%,-12%,?,-4%,1%,0%,11%,9%
CN1C(=O)C(O)(C2CCCCCC2=O)c2ccccc21 (stereo not given),14%,5%,-2%,-16%,3%,1%,0%,-6%,10%
Cc1cc(-c2ccccc2)nc(N/N=C/c2cccnc2)n1,0%,-7%,9%,?,29%,0%,-9%,4%,5%
CCCCN(C)C(=O)c1ccc2c(c1)N(CC)C(=O)c1ccccc1S2=O (stereo not given),18%,2%,-3%,-14%,-12%,3%,-1%,6%,2%
Cc1cccc(C(=O)Oc2ccc(/C=N/O)cc2)c1,0%,5%,-5%,-11%,?,-21%,1%,16%,-7%
O=c1[nH]cc(C=NNc2ccccc2)c(=O)[nH]1,?,·,?,3%,22%,?,0%,-1%,-16%
Cc1oc(-c2ccc3c(c2)OCCO3)cc1C(=O)NCC(=O)O,?,16%,-1%,-7%,-26%,-6%,12%,-2%,-6%

One compound at a time (already shown). Screens in order: GLP1R inv ag	SW480 rereplic	HT1080-NT tox	KB-V1 cytotox	TDP-43 yeast inh	HT1080 IDH1KD tx	KB-3-1 tox	GLP1R ag	HEK293 tox
Cc1nn(Cc2ccc(Cl)cc2)c(C)c1NC(=O)c1cc(-c2ccco2)on1 is listed as ?	4%	-30%	-16%	22%	?	6%	10%	?
COc1cccc(NC(=O)Cn2cnc3sc(C)c(S(=O)(=O)N4CCN(C)CC4)c3c2=O)c1 is listed as -10%	-4%	11%	-5%	-2%	5%	-9%	-14%	-7%
Cc1ccc(C)c(N2CCN(C(=O)Nc3cn(CC(C)C)c(=O)c4ccccc34)CC2)c1 is listed as ?	·	·	11%	11%	·	?	-2%	-15%
CCOc1cc(/C=C(\C#N)C(=O)Nc2cccc(C(=O)O)c2)ccc1OCc1ccc(Br)cc1 is listed as 3%	23%	-5%	-5%	-2%	-5%	-9%	11%	9%
CCC(=O)Nc1nnc(Cc2ccccc2)s1 is listed as -4%	-2%	4%	-36%	-2%	-3%	3%	-4%	7%

Remaining list, next part.
SMILES,GLP1R inv ag,SW480 rereplic,HT1080-NT tox,KB-V1 cytotox,TDP-43 yeast inh,HT1080 IDH1KD tx,KB-3-1 tox,GLP1R ag,HEK293 tox
Cc1ccc2cc3c(NS(=O)(=O)c4cccc5nonc45)nn(CC(C)C)c3nc2c1,10µM*,-8%,?,2%,-2%,-16%,0%,-3%,-24%
O=C(N/N=C/c1cccc([N+](=O)[O-])c1)C1CC1c1ccccc1 (stereo not given),44%[activator],1%,-8%,-3%,1%,-16%,4%,?,-1%
Cc1ccccc1-c1nc(CS(=O)CC(=O)NCCc2ccc(Cl)cc2)c(C)o1 (stereo not given),?,-1%,19%,-19%&0%,12%&0%,16%,1%&8%,-2%,-5%&1%
CCCCc1nc2cc(C(=O)N3CCC(OC)CC3)ccc2o1,8%,4%,0%,-3%,13%,-2%,10%,-4%,0%
O=C(COc1ccc(Cl)cc1)NCC(=O)N1CCC2(CC1)NCCc1[nH]cnc12,-17%,1%,10%,7%,-8%,8%,0%,4%,-19%
CS(=O)(=O)n1nc(OC(=O)c2cc(Br)ccc2Cl)cc1N,15%,-1%,2%,7%,0%,2%,0%,0%,5%
CCOc1ccccc1OCC(=O)OC(C)C(=O)Nc1ncc(Cl)cc1Cl (stereo not given),15%,-5%,-3%[9.24 µM],0%,4%,6%,7%,-1%,-7%
Cc1ccc2c(c1)C(=O)N1[C@H]3c4ccccc4OC[C@@H]3[C@H](c3ccccc3)[C@]1(C)C(=O)N2,11µM*,?,-2%,?,?,-2%,-29%,-3%,11%
COc1ccc(C(C(=O)NC2CCCC2)N(Cc2cccnc2)C(=O)Cc2cccs2)cc1OC (stereo not given),-14%,12%,0%,-13%,-12%,12%,22%,11%,4%
COc1ccccc1OCC(=O)Nc1cc(NC(=O)COc2ccccc2OC)cc(C(=O)O)c1,-5%,1%,13%,29%,7%,-21%,2%,5%,7%
CC[C@H](C)[C@H](NC(=O)OCc1ccccc1)C(=O)OCC(=O)N1CCN(c2ccc(F)cc2)CC1,?,-8%,-15%,-6%,-13%,-7%,-4%,6%,-5%
COc1ccc(C(=O)N2N=C3CC(C)(C)OCC3C2c2ccccc2)cc1 (stereo not given),-6%,16%,-1%,?,4%,-17%,?,3%,9%[1.53 µM]
O=C(Nc1ccccc1)NC1(C(=O)NCc2cccs2)CCCCC1,-9%,3%,10%,-6%,-14%,8%,-1%,-7%,7%
C=CCNC(=O)c1c(Cl)nc(C)c([N+](=O)[O-])c1C,7%,-3%,5%,16%,9%,12%,10%,0%,-1%

Arranged by length of the SMILES (largest number first): three of the compounds above.
SMILES,GLP1R inv ag,SW480 rereplic,HT1080-NT tox,KB-V1 cytotox,TDP-43 yeast inh,HT1080 IDH1KD tx,KB-3-1 tox,GLP1R ag,HEK293 tox
O=C(N/N=C/c1cccc([N+](=O)[O-])c1)C1CC1c1ccccc1 (stereo not given),44%[activator],1%,-8%,-3%,1%,-16%,4%,?,-1%
CN1C(=O)C(O)(C2CCCCCC2=O)c2ccccc21 (stereo not given),14%,5%,-2%,-16%,3%,1%,0%,-6%,10%
CC1CCCC(NC(=O)Cc2ccc(Br)cc2)C1C (stereo not given),0%,4%,-1%,-5%,20%,-10%,-1%,0%,-23%
